Screening results deposited in PubChem BioAssay by National Center for Advancing Translational Sciences (NCATS).
GLS inh – blocks human kidney-isoform glutaminase activity; O94925; GLS enzymatic activity, qHTS titration; Potency, µM (titrated, usually from 45.5 µM), for the others: at the top dose activity change, negative = inhibition, usual class: inhibitors; hit rate 0.21% among 410,000; AID 624170; further: on the % scale 0 is the no-effect control and ±100 the full control effect
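Enzyme dispensed in phosphate buffer (45 mM, pH 8.2, 0.02% Tween-20), compounds pinned in, then 1 mM L-glutamine solution and the glutamate oxidase–HRP–Amplex Red mix added; fluorescence read immediately and again after 30 min at room temperature.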
Pin1 inhibitor – blocks the human prolyl isomerase Pin1; hit rate 0.009% among 390,000; Pin1 FP peptide displacement, HiFluor488, 10 min; Potency, µM (series often up to 115 µM), inactives show top-dose activity, negative = inhibition, most hits filed as inhibitors; active means well fitted inhibition curve with a large enough effect in the polarisation, with a control signal flat, not every such curve was filed as active; inconclusive means small, poorly fitted or top-dose-only effect, or effect the other way, or a change in a side signal; inactive means no such curve, though single readings can be large or run the other way; the % refers to the polarisation; further: on the % scale 0 is the no-effect control and ±100 the full control effect
G9a block – G9a (human) methyltransferase inhibition; G9a H3K9 monomethylation, AlphaScreen, 2 h; Potency, µM (top dose mostly 102 µM), inactives show top-dose activity, negative = inhibition, hits mostly inhibitors; hit rate 8.8% among 350,000; AID 504332; further: on the % scale 0 is the no-effect control and ±100 the full control effect; nearly all actives have a fitted effect of over 75% in size
Target sequence (Q96KQ7 913-1193 limits assumed): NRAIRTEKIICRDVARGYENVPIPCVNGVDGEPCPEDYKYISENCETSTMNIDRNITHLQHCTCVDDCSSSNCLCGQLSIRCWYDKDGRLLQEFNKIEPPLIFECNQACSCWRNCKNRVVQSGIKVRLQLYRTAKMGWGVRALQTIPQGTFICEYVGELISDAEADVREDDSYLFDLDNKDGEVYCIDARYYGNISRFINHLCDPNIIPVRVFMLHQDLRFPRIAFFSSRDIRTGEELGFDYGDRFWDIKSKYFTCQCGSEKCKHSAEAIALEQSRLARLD
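Using a bead-based AlphaScreen, monomethylated H3K9 product from 2 h room-temperature reactions (G9a 20 nM, peptide 500 nM, SAM 20 uM) was detected with 0.5 ug/mL rabbit anti-H3K9me1 antibody.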
HP1b binding inh – HP1-beta chromodomain-methylated histone interaction inhibition; AID 540317; AlphaScreen HP1-beta / biotin-H3K9me3 peptide binding; hit rate 0.56% among 390,000; Potency, µM (titrated, usually from 114 µM), without a hit: at the highest dose activity change, negative = inhibition, usual class: inhibitors; further: nearly all actives have a fitted effect of over 70% in size; inactives centre near 23
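HP1-beta protein (50 nM final) preincubated 30 min at room temperature with biotinylated H3(1-18)K9me3 peptide (50 nM) in PBS pH 7.4, 0.01% Tween-20, then compound added for 30 min. AlphaScreen streptavidin donor/nickel chelate acceptor beads (10 ug/mL final), 30 min dark, luminescence read.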
BAZ2B block – inhibitors of human BAZ2B bromodomain. Potency, µM (series often up to 114 µM), for inactives: top-dose activity change, negative = inhibition, usual class: inhibitors. AlphaScreen BAZ2B-H3K14Ac peptide displacement. AID 504333. hit rate 4.4% among 360,000. Q9UIF8; further: on the % scale 0 is the no-effect control and ±100 the full control effect; nearly all actives have a fitted effect of over 60% in size
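AlphaScreen displacement of biotin-H3(5-23)K14Ac peptide (50 nM final) from BAZ2B (50 nM final) in PBS pH 7.4, 0.01% Tween-20; complex preformed 30 min RT, then compounds (top 110 uM) 30 min RT, beads 20 min dark.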
BLM helicase inh – inhibitors of human Bloom syndrome helicase BLM; P54132; hit rate 0.2% among 350,000; recombinant BLM DNA unwinding, fluorescence dequenching; Potency, µM (series often up to 56.1 µM), inactives show at the top dose activity change, negative = inhibition, hits mostly inhibitors;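 further: plate controls were vehicle for no effect and no enzyme for full effect; nearly all actives have a fitted effect of over 35% in size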
Tb PGK inh – inhibitors of T. brucei phosphoglycerate kinase. AID 602233. Potency, µM (highest dose often 57.5 µM), for the others: at the highest dose activity change, negative = inhibition, usual class: inhibitors. hit rate 0.043% among 380,000. PGK/GAPDH coupled, Kinase-Glo luminescence, 60 min. P07378; further: on the % scale 0 is the no-effect control and ±100 the full control effect; nearly all actives have a fitted effect of over 60% in size
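Luminescent ATP detection (Kinase-Glo Plus) follows a 60-minute room-temperature incubation, with wells lacking PGK as controls. Buffer: 100 mM TEA (pH 7.6), 5 mM MgCl2, 0.01% Tween-20. Coupling enzyme GAPDH (100 nM final) supplies unstable 1,3-BPG in-well.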
POLI inh – inhibitors of human DNA polymerase iota; Q9UNA4; Pol iota fluorescent replication assay, 10 min; Potency, µM (highest dose often 115 µM), without a hit: at the highest dose activity, negative = inhibition, most hits filed as inhibitors; hit rate 1% among 390,000; AID 588590
Target sequence (Q9UNA4 whole entry, looked up): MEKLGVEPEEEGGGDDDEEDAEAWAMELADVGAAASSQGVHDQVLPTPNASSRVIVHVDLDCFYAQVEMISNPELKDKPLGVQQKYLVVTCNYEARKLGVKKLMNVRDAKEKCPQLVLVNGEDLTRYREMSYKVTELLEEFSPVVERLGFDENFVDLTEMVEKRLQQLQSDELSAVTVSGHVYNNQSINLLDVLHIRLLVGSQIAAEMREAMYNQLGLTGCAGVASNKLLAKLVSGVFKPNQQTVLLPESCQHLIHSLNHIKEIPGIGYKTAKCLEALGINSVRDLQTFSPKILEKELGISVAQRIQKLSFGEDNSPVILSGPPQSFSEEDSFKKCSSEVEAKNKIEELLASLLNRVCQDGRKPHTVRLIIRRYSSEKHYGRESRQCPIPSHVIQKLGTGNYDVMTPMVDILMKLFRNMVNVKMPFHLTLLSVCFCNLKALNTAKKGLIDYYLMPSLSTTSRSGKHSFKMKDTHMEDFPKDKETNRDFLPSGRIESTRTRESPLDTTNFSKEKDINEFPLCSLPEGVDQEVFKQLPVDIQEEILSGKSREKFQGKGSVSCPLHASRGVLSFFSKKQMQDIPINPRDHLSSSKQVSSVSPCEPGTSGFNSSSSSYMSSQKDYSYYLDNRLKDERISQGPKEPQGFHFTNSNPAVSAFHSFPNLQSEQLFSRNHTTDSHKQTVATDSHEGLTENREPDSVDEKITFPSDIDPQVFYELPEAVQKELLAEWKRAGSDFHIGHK
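Pol iota at 10 nM preincubated 15 min with compounds at room temperature; reaction started with fluorescent substrate, 50 nM final. Fluorescence read kinetically at 0 and 10 min; buffer-only wells as negative control.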
JMJD2A Tudor inh – inhibitors of human JMJD2A Tudor domain. O75164. AlphaScreen JMJD2A-Tudor / H3K4me3 peptide binding. AID 504339. hit rate 4.4% among 390,000. Potency, µM (top dose mostly 114 µM), for the others: at the top dose activity change, negative = inhibition, most hits filed as inhibitors; further: on the % scale 0 is the no-effect control and ±100 the full control effect; nearly all actives have a fitted effect of over 50% in size
Active calls of the source: *; i = inactive; ? = inconclusive; . = no result given; [ ] = another dose, or the depositor's remark. Unless noted, the call rests on the fitted dose curve; in most records, active means well fitted curve in the direction sought with a large enough effect; inconclusive means small, poorly fitted or top-dose-only effect, or another doubt; inactive means no such curve, though single readings can be large; an effect the other way counts as inactive or inconclusive. Potency means the concentration at half of the fitted maximal effect. Only part of the results is shown, so the mix of outcomes need not match the whole.

cpd | Structure | GLS inh | Pin1 inhibitor | G9a block | HP1b binding inh | BAZ2B block
1 | Cc1ccc2[nH]c(=O)c(CN(CCO)C(=O)N(C)C)cc2c1 | -1% | -3% | . | 20% | .
2 | Cc1ccc(NCc2nnc(SCC(=O)N3c4ccccc4Sc4ccccc43)o2)c(C)c1 | 5% | 5% | -8%[59 µM] | -16% | -35%
3 | O=C(Nc1ccc(OCc2ccccc2Cl)cc1)c1cccnc1 | -1% | 3% | 0% | 24% | -32%
4 | CCC(C(=O)OC)(C(=O)OC)c1ccc([N+](=O)[O-])cc1 | 13% | 0% | -22% | 31% | -11%
5 | O=C(C1=C(O)C(=O)N(CCN2CCOCC2)C1c1cccc(F)c1)c1cc2ccccc2o1 (configuration not stated) | 21% | 7% | 5%[0.0925 µM] | 15%[57 µM] | -36%
6 | CCN(CC)CCn1c(NCc2cccc(OC)c2)nc2ccccc21 | 48%[activator] | -8% | 50µM* | 16% | -22%
7 | Cc1nnc(SCC(=O)Nc2ncc(S(=O)(=O)c3ccc([N+](=O)[O-])cc3)s2)s1 | 9% | 7% | ? | 17% | 4%
8 | CC12CCC(O)CC1=CCC1C2CCC2(C)C1CCC21CCC(=O)O1 (configuration not stated) | 5% | -3% | 15%[59 µM] | 1% | 10%
9 | COc1ccc(CNC(=O)CN(Cc2cccs2)C(=O)CCC(=O)Nc2ccccn2)cc1 | 0% | -7% | 7% | 8% | -35%
10 | COCCNc1oc(/C=C/c2ccccc2)nc1C#N | ? | 1% | . | 13% | -6%
11 | CCOC(=O)c1c(C)oc2ncnc(Nc3ccc(CC)cc3)c12 | -7% | -2% | -1%[59 µM] | 48%[activator] | 4%
12 | Clc1ccc(-c2nnc(SCc3cn4ccsc4n3)n2CC2CCCO2)cc1 (configuration not stated) | 14% | 0% | -4% | 27% | -15%
13 | Cc1cccc(NS(=O)(=O)c2nnc(NC(=O)c3ccccc3F)s2)c1 | 12% | -4% | . | 18% | -38%
14 | COc1ccc(-c2noc(CCCC(=O)O)n2)cc1 | -2% | -12% | 16%[59 µM] | 28% | 1%
15 | CCc1ccc(NS(=O)(=O)c2ccc3[nH]c4c(c3c2)CCCCCC4)cc1 | 15% | ? | ? | -7%[57 µM] | ?

cpd | BLM helicase inh | Tb PGK inh | POLI inh | JMJD2A Tudor inh
1 | . | -1% | 20% | -8%
2 | -7% | 0% | 37%[activator] | ?
3 | -5% | -4% | -1% | -26%
4 | -2% | 4% | 7% | -12%
5 | -3% | -2% | 24% | -23%
6 | -5% | -4% | ? | -24%
7 | -1% | 3% | -1% | -15%
8 | -12% | 2% | 23% | -13%
9 | 0% | i | 89%[activator] | -12%
10 | -3% | -8% | -12%[58.9 µM] | 18%
11 | -3% | -6% | 47%[activator] | 9%
12 | -1% | -3% | -3% | ?
13 | 0% | i | ? | -23%
14 | -3% | -1% | 12% | -26%
15 | -11% | 2% | 2% | ?

Continued:
cpd | Structure | GLS inh | Pin1 inhibitor | G9a block | HP1b binding inh | BAZ2B block
16 | COCCn1c(=N)c(C(=O)NCCc2ccccc2)cc2c(=O)n3cccc(C)c3nc21 | 3% | ? | . | 21% | .
17 | O=C(CCS(=O)(=O)c1ccc(Br)cc1)N1CCN(c2ccc(F)cc2)CC1 | 17% | 0% | 50µM* | 14% | 56µM*
18 | Cc1cc(C)nc(-n2nc(C)c3c2NC(=O)CC3c2cccc(O)c2)n1 (configuration not stated) | 2% | -4% | -3%[59 µM] | 48%[activator] | -11%
19 | CC(=O)Oc1ccc(-c2nc(-c3cccnc3)no2)cc1 | 4% | 0% | -4%[12.7 µM] | 17% | 0%
20 | Cc1csc2ncc(C(=O)Nc3ccc4c(c3)OCCO4)c(=O)n12 | -13% | -6% | ? | 26% | -10%
21 | Fc1cc(Br)cc(F)c1NC(=S)N1CCOCC1 | -3% | -1% | 14% | 21% | 4%
22 | CCS(=O)(=O)N1CCC(C(=O)NCc2ccco2)CC1 | 1% | -2% | 18%[12.7 µM] | 27% | 5%
23 | Cc1ccc2[nH]c(CNC(=O)c3ccc(F)cc3)cc2c1 | -1% | 1% | 22% | 35% | -12%
24 | COc1cccc(Cn2nnc(C(=O)NCCc3ccc(Cl)cc3)c2N)c1 | 1% | -2% | 0% | 62%[activator] | 9%
25 | O=S(=O)(NCCN1CCOCC1)c1ccc(Cl)s1 | 1% | 6% | -35% | 28% | 6%
26 | CCOc1ccccc1-c1nc(CN2CCC(C(=O)N3CCOCC3)CC2)c(C)o1 | 14% | 9% | 89µM* | -5% | -18%
27 | COc1cccc2cc(-c3cc(=O)oc4cc(C)c(OCC(C)=O)cc34)oc12 | -6% | 0% | 22% | 17% | -23%
28 | O=C(N/N=C/C=C\c1cccc([N+](=O)[O-])c1)c1ccccn1 | -12% | 0% | -6%[59 µM] | 42%[activator] | -3%
29 | CC(C)c1nc2c(c(=O)c3ccccc3n2C)c(=O)n1CCc1ccccc1 | 0% | 6% | -2% | 4% | -20%
30 | CCC(C)[C@H](NC(=O)Nc1ccc(Oc2ccccc2)cc1)C(=O)O (some centres not stated) | -8% | ? | -2%[0.501 µM] | 29% | -1%

cpd | BLM helicase inh | Tb PGK inh | POLI inh | JMJD2A Tudor inh
16 | . | -8% | 25% | -18%
17 | -2% | -22% | 17% | -10%
18 | 1% | i | 34%[activator] | -2%
19 | -2% | -17% | -11% | -12%
20 | 7% | 2% | -8% | -15%
21 | -2% | -12% | 140%[activator] | -7%
22 | 1% | -1% | 76%[activator] | -26%
23 | -5% | 5% | 114%[activator] | -16%
24 | -5% | -8% | -13% | -15%
25 | -3% | 10% | 19% | -1%
26 | 0% | -4% | 5% | -20%
27 | -1% | 1% | -6% | ?
28 | -12% | -2% | -14% | -17%
29 | -6% | -3% | 43%[activator] | -19%
30 | 0% | 6% | 1% | 7%

Further results.
cpd | Structure | GLS inh | Pin1 inhibitor | G9a block | HP1b binding inh | BAZ2B block
31 | COc1ccc(-c2oc(=O)c3cc(OC)c(OC)cc3c2/C=C/c2ccc([N+](=O)[O-])cc2)cc1 | 1% | 4% | . | 15% | .
32 | O=C(Nn1cnc2ccccc2c1=O)c1ccccc1Cl | -1% | 0% | -10%[2.33 µM] | 21% | 2%
33 | O=C(Cc1cc(=O)[nH][nH]1)N/N=C/c1ccccc1[N+](=O)[O-] | 25% | 0% | 9% | 4% | -3%
34 | COc1ccc(C(=O)NN2C(=O)C3C4C=CC(O4)C3C2=O)cc1 (configuration not stated) | 18% | -6% | 4.5µM* | 11% | 0%
35 | CCOC(=O)C1CCN(CCCSc2ccc(C)cc2)CC1 | 9% | 12% | . | 29% | .
36 | Cc1nn(Cc2ccc(C(=O)Nc3ccccc3F)cc2)c(C)c1Cl | 1% | 1% | 45µM* | 49%[activator] | 6%
37 | Cn1c(=O)cc(OCCCC(=O)NCCC2=CCCCC2)c2ccccc21 | -14% | 0% | 16%[59 µM] | 19% | -13%
38 | COC(=O)c1ccc(N2CCN(C)CC2)c(NC(=O)c2cc3ccccc3o2)c1 | -7% | -20% | -6% | 31% | 11%
39 | O=C(Nc1cccc(Cl)c1)c1ccc(NC2=NC3CS(=O)(=O)CC3S2)cc1 (configuration not stated) | 1% | -2% | -2% | 38% | -38%
40 | CCCNC(=O)C1(CC2CC(c3ccccc3)=NO2)CCN(C(=O)C2(C)CC2)CC1 (configuration not stated) | -2% | -4% | . | 31% | .
41 | Cc1ccnc(NC2c3ccccc3C(=O)N2Cc2ccccc2Cl)c1 (configuration not stated) | -6% | -7% | -9% | 53%[activator] | 0%
42 | O=C1C2C3C=CC(C2C(=O)N1C1CCCCC1)C1C2C(=O)N(C4CCCCC4)C(=O)C2C31 (configuration not stated) | 0% | -4% | 8%[59 µM] | 24% | -1%
43 | Cc1nc2cncc(Br)c2n1C | 0% | 1% | -12% | 12% | -7%
44 | COc1cccc(CNc2ccc(F)c([N+](=O)[O-])c2)c1O | -19% | -2% | 50µM* | -17% | -35%
45 | Cc1ccc(S(=O)(=O)Nc2nc3c(s2)C(=O)CC(C)(C)C3)cc1 | 9% | ? | 50µM* | 27% | -37%
46 | Cc1cccc(N2CCN(C(=O)c3cccc(S(=O)(=O)N4CCCCC4)c3)CC2)c1C | -13% | -8% | . | 2% | .

cpd | BLM helicase inh | Tb PGK inh | POLI inh | JMJD2A Tudor inh
31 | . | -2% | 33%[activator] | ?
32 | -3% | -5% | 18% | -4%
33 | 3% | 2% | ? | -12%
34 | 2% | 7% | 9% | -11%
35 | . | i | 27% | -18%
36 | 10% | -6% | 20% | 4%
37 | 1% | 0% | 5% | 5%
38 | 1% | -7% | -12% | 1%
39 | -4% | 10% | -9% | -4%
40 | . | 6% | 67%[activator] | 0%
41 | -2% | i | 23% | -11%
42 | 2% | -9% | 26% | -12%
43 | 1% | 6% | 11% | -11%
44 | -4% | 3% | 8% | ?
45 | 2% | 1% | -2% | -7%
46 | . | -9% | 83%[activator] | -27%
